OX1R antag-1 – blocks the human orexin 1 receptor; AID 485270; OX1R-expressing cells, FRET antagonist read-out; inhibition, % at 6.6 µM; hit rate 1.8% among 330,000; O43613; in the data active means inhibition mostly above about 38%, no sharp cut-off; inactive means mostly below about 40%;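 further: 0% = agonist challenge alone and 100% = reference antagonist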
Target sequence (O43613 whole entry, looked up): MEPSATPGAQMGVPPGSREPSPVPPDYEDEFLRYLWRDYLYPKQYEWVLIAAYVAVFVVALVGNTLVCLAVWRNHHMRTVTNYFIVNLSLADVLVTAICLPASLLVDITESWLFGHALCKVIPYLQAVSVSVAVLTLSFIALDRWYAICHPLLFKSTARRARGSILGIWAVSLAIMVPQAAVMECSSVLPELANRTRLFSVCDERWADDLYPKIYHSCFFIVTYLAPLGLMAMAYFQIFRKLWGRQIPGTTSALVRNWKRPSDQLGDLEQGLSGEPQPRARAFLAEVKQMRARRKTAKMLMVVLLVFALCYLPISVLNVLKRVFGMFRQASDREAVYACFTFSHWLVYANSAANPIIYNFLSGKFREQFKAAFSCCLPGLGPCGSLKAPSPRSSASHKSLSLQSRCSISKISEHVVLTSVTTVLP
OX1R antag-2 – human HCRTR1 antagonism. inhibition, % at 5 µM. CHO/OX1R cells, Fluo-8 calcium fluorescence, orexin A. AID 434989. O43613. hit rate 0.43% among 330,000;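 active means inhibition above its plate's threshold, mean inhibition of all tested compounds on the plate plus 3 SD, cut at about 37% in these data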;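 further: 0% = orexin A challenge wells and 100% = SB-334867-A antagonist wells; not every result past the cut was called active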
* marks the source's active call; other numbers are inactive results.

Fields – OX1R antag-1	OX1R antag-2
COc1ccc(N2CC(C(=O)N[C@@H](C)C(=O)NC3CCCC3)CC2=O)cc1 (some centres not stated)
→ 9.1	3.2
O=C(CCC1CCCN(C(=O)c2cccc(F)c2)C1)N1CCN(c2ccccn2)CC1 (configuration not stated)
→ 25.1	-29.4
COc1ccccc1CNC(=O)CSc1nc2c(oc3ccccc32)c(=O)n1CC1CCCO1 (configuration not stated)
→ 9.1	-1.8
COc1ccc(N(CC(=O)NC2CCCC2)C(=O)c2ccc(C)s2)c(OC)c1
→ 16.1	-12.6
O=C(CCC(=O)N1CCSc2ccccc21)NCc1ccc(Cl)cc1
→ 0.2	-18.8
C=CCn1c(SCC(=O)N2CCOCC2)nc(O)cc1=O
→ 17.2	-11.1
O=C(c1cccc(NS(=O)(=O)c2cccc(C(F)(F)F)c2)c1)N1CCOCC1
→ 5.6	-6.6
COc1cc(CCCN2C(=S)NC[C@H]2Cc2ccc(O)cc2)cc(OC)c1OC
→ 13.8	-13.1
COc1ccc(NC(=O)CC(Cc2ccccc2)C(=O)O)cc1 (configuration not stated)
→ 19.7	-19.1
Cc1nc(C)c(C(=O)Nc2cccc(C)c2C)o1
→ 10.7	-7.3
O=C1CC(NC23CC4CC(CC(C4)C2)C3)C(=O)N1c1ccc2c(c1)OCO2 (configuration not stated)
→ 11.2	-19.7
C1CN(c2nc3nonc3nc2N2CCSCC2)CCO1
→ 12.5	-9.3
N/C(=N\OC(=O)CCCN1C(=O)c2ccccc2C1=O)c1ccc(Br)cc1
→ 18.8	-15.9
Cc1c(C(=O)OCC2CCCO2)[nH]c2c1C(=O)CC(c1ccco1)C2 (configuration not stated)
→ 5.5	-20.1
COc1ccc(C(=O)Oc2cc(OC)cc(OC)c2C(C)=O)cc1
→ 24.1	-30.6
Cc1cccc(OCc2n[nH]c(=S)n2-c2ccccc2)c1
→ 7.8	-19.0
CCOCCCn1c(SCC(=O)Nc2oc(C)c3c(C)n[nH]c(=O)c23)nnc1-c1ccncc1
→ 47.7	-5.8
NS(=O)(=O)c1cccc(NC(=O)COC(=O)c2cc(Cl)ccc2[N+](=O)[O-])c1
→ 11.5	-2.6
CCN1CCN(c2cc(C)c3cc(NC(=S)N4CCCCC4)ccc3n2)CC1
→ 1.8	6.4
N/C(=N\OC(=O)c1cccs1)c1cccnc1
→ 17.7	-9.4
Cc1cc(C)nc(NNS(=O)(=O)c2ccc(Cl)cc2)n1
→ 19.2	-18.0
CC(=O)Nc1ccc(S(=O)(=O)NCCC(=O)NCCCc2ccccc2)cc1
→ 2.5	-11.6
Cn1c(C(=O)NCc2ccccn2)cc2c(=O)n(C)c3ccccc3c21
→ 10.6	-15.6
CCN(C1CCCCC1)S(=O)(=O)c1cc2c3c(c1)CCN3C(=O)CC2
→ 25.1	-12.7
C/C(=C\C(=O)c1sccc1Cl)N(C)C
→ 24.0	-21.2
O=C(/C=C/c1cccc(F)c1)N(c1ccccn1)C1CCCCC1
→ 19.1	-36.8
O=C(NCCc1ccc(C(F)(F)F)cc1)C1CC(=O)N(c2ccc3c(c2)OCCO3)C1 (configuration not stated)
→ -4.4	3.8
CCOC(=O)C1(CC2CCCCO2)CCN(Cc2ccc(OC)cc2F)CC1 (configuration not stated)
→ 6.5	-20.3
Cc1ccc(OCC(=O)Nc2ccc(N3CCN(C(=O)c4ccco4)CC3)cc2)cc1C
→ 10.8	-8.7
CNC(=S)NC1CC2CCCC(C1)N2Cc1ccco1 (configuration not stated)
→ 3.0	-5.9
CCOC(=O)CNC(=O)c1sc2ncnc(N3CCc4ccccc4C3)c2c1C
→ 2.2	-18.4
CCCCOC(=O)c1ccc(N=Nc2c(C)c(C#N)c(O)[nH]c2=O)cc1
→ 14.9	-1.4
O=C(NCc1nnc(SCC(=O)N2CCCC2)o1)c1c(F)cccc1F
→ 5.4	-2.8
CCOC(=O)C1CCCN(C(=O)Cn2sc3nc(C)cc(C)c3c2=O)C1 (configuration not stated)
→ 9.7	4.1
Cc1ccc(Cc2c(C)c(C#N)c3[nH]c4ccccc4n3c2=O)cc1
→ 32.6	-14.4
COc1ccc(C2C(C(C)=O)=C(O)C(=O)N2Cc2ccccc2)c(OC)c1 (configuration not stated)
→ 14.0	-25.7
COc1ccc(-n2c(SCC(=O)Nc3ccccc3OC)nc(O)cc2=O)cc1
→ 10.2	-28.6
O=C(CCN1C(=O)/C(=C\c2ccccc2)SC1=S)NNC(=O)c1ccccc1O
→ 64.0*	9.9
CC(OC(=O)c1ccc(Cl)nc1)C(=O)N1CCc2ccccc21 (configuration not stated)
→ 16.7	-1.0
COc1ccc(-n2cnnc2SCC(=O)c2ccc(S(=O)(=O)N3CCOCC3)cc2)cc1
→ 10.0	-21.3
COC(=O)[C@@H]1C[C@H]2CC[C@H](O)C[C@H]2N1Cc1ccc(C(F)(F)F)cc1
→ 21.6	-16.8
COc1ccc(N(CC(=O)NCCSCc2ccco2)S(=O)(=O)c2ccccc2)cc1
→ 27.9	-6.2
CCc1ccc(-c2cc3c(=O)n(CC(=O)N4CCCCCC4)nc(C)n3n2)cc1
→ -0.5	-22.7
O=C(NCc1ccccn1)C1Nc2ccc(C(F)(F)F)cc2C2C=CCC12 (configuration not stated)
→ 2.8	-4.7
CCOc1ccc2ccccc2c1/C=N/NC(=O)CNC(=O)Cc1ccccc1
→ 10.0	-24.8
N#Cc1ccsc1NC(=O)CN1CCN(Cc2ccccc2)CC1
→ 14.7	-24.6
COc1ccc(CN(C(=O)CNC(=O)c2ccco2)C(C(=O)NCC2CCCO2)c2ccc(OC)c(OC)c2)cc1 (configuration not stated)
→ 16.9	-13.1
O=C(CCCc1ccccc1)Nc1cccc(C(=O)O)c1
→ 11.8	-4.5
Cc1ccc(CN2CCN(C(=O)c3ccncc3)CC2)cc1
→ 5.9	0.4
Cc1nn(Cc2c(Cl)cccc2Cl)c(C)c1NC(=O)CCCn1nc(C)c([N+](=O)[O-])c1C
→ 16.3	-39.4

Record cards, from the list above. Values in the order: OX1R antag-1 | OX1R antag-2
CNC(=S)NC1CC2CCCC(C1)N2Cc1ccco1 (configuration not stated) is listed with 3.0 | -5.9
C=CCn1c(SCC(=O)N2CCOCC2)nc(O)cc1=O is listed with 17.2 | -11.1
Cc1nn(Cc2c(Cl)cccc2Cl)c(C)c1NC(=O)CCCn1nc(C)c([N+](=O)[O-])c1C is listed with 16.3 | -39.4

Continued:
Fields – OX1R antag-1	OX1R antag-2
CCOCCn1c(CN2CCN(CCO)CC2)nc2c1c(=O)n(C)c(=O)n2C
→ -1.7	-2.0
CCOC(=O)N1CCN(C(=O)CSc2nc3ccccc3c(=O)n2-c2ccccc2)CC1
→ 34.2	-29.9
CC1CN(C(=S)Nc2cccc(Cl)c2)CC(C)O1 (configuration not stated)
→ -0.6	-6.0
CCOc1ccc(CN(C)C(=O)CCNC(=O)c2ccco2)cc1
→ 6.6	-16.0
Cc1cc(C(C#N)c2cccc(Cl)c2)n2ncnc2n1 (configuration not stated)
→ 76.0*	0.0
O=C(COc1ccc(S(=O)(=O)NC2CCCCC2)cc1)NCC1CCCO1 (configuration not stated)
→ 14.6	8.8
CC(=O)C1=C(C)OC(N)=C(C#N)C1c1ccco1 (configuration not stated)
→ 45.8	-19.4
Cc1ccc(S(=O)(=O)N2CCC(C(=O)OCC(=O)N(CC(C)C)C3CCS(=O)(=O)C3)CC2)cc1C (configuration not stated)
→ 1.7	-19.9
C=CCOc1ccc(C2C3=C(CCCC3=O)N(CC(=O)O)C3=C2C(=O)CCC3)cc1OCC
→ 12.2	-13.1
CC(CCc1ccc(O)cc1)NC1c2ccccc2-c2ccccc21 (configuration not stated)
→ 13.7	-17.4

Some of these compounds in order of length of the SMILES, low to high.
Fields – OX1R antag-1	OX1R antag-2
CC1CN(C(=S)Nc2cccc(Cl)c2)CC(C)O1 (configuration not stated)
→ -0.6	-6.0
Cc1cc(C(C#N)c2cccc(Cl)c2)n2ncnc2n1 (configuration not stated)
→ 76.0*	0.0
CCOc1ccc(CN(C)C(=O)CCNC(=O)c2ccco2)cc1
→ 6.6	-16.0
C=CCOc1ccc(C2C3=C(CCCC3=O)N(CC(=O)O)C3=C2C(=O)CCC3)cc1OCC
→ 12.2	-13.1
Cc1ccc(S(=O)(=O)N2CCC(C(=O)OCC(=O)N(CC(C)C)C3CCS(=O)(=O)C3)CC2)cc1C (configuration not stated)
→ 1.7	-19.9

(continued)
SMILES | OX1R antag-1 | OX1R antag-2
CCOc1ccc(C(C)(N)C(=O)O)cc1 (configuration not stated) | 15.1 | -3.1
CCc1cc(CNC(=O)CC2C(=O)NCCN2CC2CCCCC2)on1 (configuration not stated) | 13.3 | -18.6
CCN(CC)C(=O)c1sc(NC(=O)c2ccc(C)c([N+](=O)[O-])c2)c(C#N)c1C | 56.0 | -7.2
CCOc1ccc(OCCN(C)Cc2ccccc2)cc1 | 2.3 | -29.4
Cc1nnc(-c2ccc(Cl)cc2)[nH]c1=O | 4.7 | -20.3
CN(c1ccc(C(=O)NCc2ccccc2)cc1)S(C)(=O)=O | 6.6 | 3.9
O=C(NNc1ccccc1)C(=O)N1CCCCC1 | 0.8 | -14.1
Cc1ccccc1Nc1nc(N)nc(CN(C)c2ccccc2)n1 | 7.4 | -16.8
Cc1c(C=O)c2ccccn2c1C(=O)c1ccccc1 | 13.6 | -22.8
O=C(OCC(=O)N1CCOCC1)c1cnc(Cl)c(Cl)c1 | 11.4 | -18.9
CCCNC(=O)c1c(CSc2ccc(Cl)cc2)noc1C(=O)NCc1ccccc1 | 33.0 | -21.7
Cc1cc(C)cc(C(=O)NC(=S)Nc2cccnc2)c1 | 4.5 | -18.1
CCC(C(=O)NCc1ccc(F)cc1)N(Cc1ccco1)C(=O)c1snc(C(N)=O)c1N (configuration not stated) | 15.0 | -27.9
COc1ccc(Oc2ccc(NC(=O)c3ccccc3C)cc2)cc1 | 26.8 | -6.7
COCC(=O)N1CCC(Oc2ccc(C(=O)NCCc3ncccc3C)cc2)CC1 | 10.8 | -6.7
O=c1[nH]n(-c2cccc(Cl)c2)c2ncccc12 | 8.7 | -1.8
O=C(O)c1ccccc1C(=O)Nc1ccc(S(=O)(=O)Nc2ccc(F)cc2)cc1 | -2.6 | 0.7
NC(=O)CSc1nnc(-c2ccc(S(=O)(=O)N3CCCC3)cc2)n1CC1CCCO1 (configuration not stated) | 9.2 | -5.9
O=C(Cc1ccc(-n2cccc2)cc1)NCc1ccccc1Cl | 14.8 | -16.5
CC12CCC(=O)N1C(C(=O)Nc1ccccc1F)CS2 (configuration not stated) | 13.9 | -16.7
CNc1nc2ccccc2n1/N=C/c1cccc(OC)c1OC | 6.0 | -19.6
Fc1ccccc1CSc1nnc2ccc(-c3ccncc3)nn12 | 38.3 | 0.2
C=CCn1c(C)nnc1SCC(=O)NC1CC1 | 11.1 | 8.6
CCOC(=O)Cn1c(C)[n+](C)c2cc(Cl)c(Cl)cc21 | 8.3 | -0.2
CCCn1nnc(NC(=O)/C=C/c2cc(Br)ccc2OC)n1 | 15.7 | -23.0
CCOc1ccc(S(=O)(=O)N(C)c2ccc(OCC(=O)Nc3nccs3)cc2)cc1 | 7.5 | -21.0
COc1ccc(C(CNC(=O)C2CC(=O)N(Cc3ccccc3)C2)N2CCOCC2)cc1 (configuration not stated) | -0.4 | -29.0
O=c1[nH]nc(-c2ccc(F)cc2)cc1Cc1ccc(F)cc1 | 19.1 | -10.9
Cc1ccc(S(=O)(=O)N2CCCCC2)cc1NC(=O)Cc1cccs1 | 4.0 | -10.3
CC(C)Cc1nc(Nc2ccc(S(=O)(=O)N3CCCC3)cc2)c2nnn(Cc3ccccc3)c2n1 | -3.6 | -27.5
Cc1coc2c(C)c3oc(=O)c(CCC(=O)N4CCC(C(=O)NCCCC(=O)O)(c5ccccc5)CC4)c(C)c3cc12 | 24.6 | -5.8
O=C(O)CC(CC(=O)O)(C(=O)O)c1ccccc1 | 12.3 | -4.6
COc1ccc(C(CNc2ccc(S(C)(=O)=O)cc2[N+](=O)[O-])N(C)C)cc1OC (configuration not stated) | 43.4 | -16.8
O=c1[nH]cc(N=Cc2cc(Cl)cc(Cl)c2O)c(=O)[nH]1 | 12.0 | -13.3
O=C(CC1Sc2ncnn2C1=O)Nc1ccc(Br)cc1 (configuration not stated) | 12.5 | -19.7
CCCCC(=O)Nc1ccc(NC(=O)C(C)C)cn1 | 5.5 | -11.6
COc1ccc2c(c1)C(c1ccc(C)o1)=NNC(c1ccccc1)=N2 | 11.5 | -37.7
O=S(=O)(Nc1ccc2c(c1)OCCO2)c1cnc[nH]1 | 8.0 | -3.8
Cc1cc(C)cc(NC(=S)N2CCC(c3nc4ccccc4s3)CC2)c1 | 10.5 | -11.5
CC(C)(C)OC(=O)[C@H](Cc1ccccc1)NC(=O)c1[nH]cnc1C(=O)Nc1ccc(Cl)cc1 | 11.2 | -55.6
Cc1cc(Cl)ccc1OCC(=O)n1cc(C(=O)c2cc(Cl)ccc2O)cn1 | 4.0 | 0.2
CC(=O)NC(Cc1ccc(F)cc1)C(=O)NC1CCN(C(=O)Nc2ccc(F)cc2)CC1 (configuration not stated) | -2.1 | -10.3
O=C(COC(=O)/C=C/c1cccs1)Nc1nc(-c2ccccc2)cs1 | 11.0 | -4.4
COC(=O)[C@]1(C)N[C@H](CN(C)C(=O)Nc2ccc(OC)cc2)[C@@H]2C(=O)N(C)C(=O)[C@@H]21 | 9.8 | -16.6
CN1CCN(S(=O)(=O)c2cccc(S(=O)(=O)c3cccc(S(=O)(=O)N4CCN(C)CC4)c3)c2)CC1 | 8.3 | -26.7
COC(=O)c1ccc(C(=O)OC)c(NC(=O)CN(c2ccc3c(c2)OCO3)S(C)(=O)=O)c1 | 15.8 | -4.9
CC#CCNCc1ccccc1 | 4.6 | -19.5

Assay outcomes (PubChem BioAssay)

An unsorted share of the library. Share with any hit: about 2%.
